Rab9 promoter act: Rab9 promoter activation; Potency, µM (titrated, usually from 9.22 µM), for inactives: at the top dose activation, negative = inhibition, most hits filed as activators; Huh7 Rab9 promoter-luciferase reporter, luminescence, 24 h; actives 2.8% (n = 320,000); note: potency is the fitted concentration of half-maximal effect; % of control where 0% means no effect; nearly all actives have a fitted effect of over 60% in size
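Quantitative HTS format; Huh7 Rab9-luciferase reporter cells (1500/well) receive compound 2 h post-plating, incubate 24 h at 37 °C, then get luciferase reagent for 10 min before luminescence reading.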
ELG1 genotoxic: genotoxicity induction in ELG1-luciferase HEK293T cells; HEK293T ELG1-luciferase reporter, luminescence, 16 h; actives 1.3% (n = 330,000); Potency, µM (doses to about 46 µM), without a hit: at the top dose activity change, positive = activation, most hits filed as activators; AID 504466; note: potency is the fitted concentration of half-maximal effect; % of control where 0% means no effect; nearly all actives have a fitted effect of over 60% in size
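16 hr compound incubation (37 °C, 5% CO2) of HEK293T cells carrying luciferase-tagged ELG1; luciferase then measured by ONE-Glo luminescence after 30 min at RT.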
VP16 counter: inhibits Gal4-VP16 luciferase reporter, ROR gamma counter-screen | Drosophila S2 Gal4-VP16 UAS-luciferase, luminescence, 20 h | actives 3.5% (n = 310,000) | AID 2546 | Potency, µM (highest dose often 53.6 µM), without a hit: top-dose activity, negative = inhibition, hits mostly inhibitors;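 note: Gal4-VP16 expression switched on by copper sulfate through the metallothionein promoter; potency is the fitted concentration of half-maximal effect; % is set by controls: 0 for no effect and ±100 for the full control effect; nearly all actives have a fitted effect of over 50% in size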
NPC1 promoter act: NPC1 promoter activation; Huh7 NPC1 promoter luciferase reporter, 24 h; Potency, µM (titrated, usually from 9.22 µM), for the others: top-dose activation, most hits filed as activators; actives 2.4% (n = 320,000);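 note: potency is the fitted concentration of half-maximal effect; % of control where 0% means no effect; nearly all actives have a fitted effect of over 60% in size; reporter is driven by a mutant NPC1 promoter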
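NPC1 promoter–luciferase Huh7 cells; 24 h compound; luminescence.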
Menin MLL FP TR: menin-MLL binding inhibition, Texas Red mutant peptide; O00255; Menin + Texas Red MLL mutant peptide, fluorescence polarization; Potency, µM (top dose mostly 61.6 µM), for the others: at the highest dose FP activity change, negative = inhibition, most hits filed as inhibitors; actives 0.23% (n = 270,000); active = well fitted inhibition curve with a large enough effect in the polarisation, with a control signal flat, not every such curve was filed as active; inconclusive = small, poorly fitted or top-dose-only effect, or effect the other way, or a change in a side signal; inactive = no such curve, though single readings can be large or run the other way; the % refers to the polarisation; note: potency is the fitted concentration of half-maximal effect; % of control where 0% means no effect; many of its hits are not listed in these tables
Target sequence (O00255 whole entry, looked up): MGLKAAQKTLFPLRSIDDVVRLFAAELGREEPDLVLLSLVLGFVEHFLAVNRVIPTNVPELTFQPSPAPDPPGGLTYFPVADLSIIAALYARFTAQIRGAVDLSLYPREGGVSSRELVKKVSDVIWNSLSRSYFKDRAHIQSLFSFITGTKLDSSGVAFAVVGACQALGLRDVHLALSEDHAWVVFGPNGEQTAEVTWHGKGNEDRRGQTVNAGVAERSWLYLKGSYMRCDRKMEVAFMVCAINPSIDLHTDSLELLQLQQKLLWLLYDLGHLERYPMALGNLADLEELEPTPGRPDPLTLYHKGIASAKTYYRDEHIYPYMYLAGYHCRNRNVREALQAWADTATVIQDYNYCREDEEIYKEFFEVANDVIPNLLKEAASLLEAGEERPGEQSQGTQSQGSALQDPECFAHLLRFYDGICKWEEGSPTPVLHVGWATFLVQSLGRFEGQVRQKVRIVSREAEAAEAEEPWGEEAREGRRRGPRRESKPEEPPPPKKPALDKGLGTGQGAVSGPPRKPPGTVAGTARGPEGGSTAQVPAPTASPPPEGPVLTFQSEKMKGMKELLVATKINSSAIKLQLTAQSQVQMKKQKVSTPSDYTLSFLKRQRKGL
RORgamma inh: ROR gamma (mouse) transcription inhibition. P51450. Drosophila S2 Gal4-RORgamma UAS-luciferase reporter, 20 h. Potency, µM (titrated, usually from 53.6 µM), without a hit: at the highest dose activity change, negative = inhibition, usual class: inhibitors. actives 5.4% (n = 310,000). AID 2551; note: potency is the fitted concentration of half-maximal effect; % is set by controls: 0 for no effect and ±100 for the full control effect; nearly all actives have a fitted effect of over 60% in size
Target sequence (P51450 whole entry, looked up, the tested form may be a part): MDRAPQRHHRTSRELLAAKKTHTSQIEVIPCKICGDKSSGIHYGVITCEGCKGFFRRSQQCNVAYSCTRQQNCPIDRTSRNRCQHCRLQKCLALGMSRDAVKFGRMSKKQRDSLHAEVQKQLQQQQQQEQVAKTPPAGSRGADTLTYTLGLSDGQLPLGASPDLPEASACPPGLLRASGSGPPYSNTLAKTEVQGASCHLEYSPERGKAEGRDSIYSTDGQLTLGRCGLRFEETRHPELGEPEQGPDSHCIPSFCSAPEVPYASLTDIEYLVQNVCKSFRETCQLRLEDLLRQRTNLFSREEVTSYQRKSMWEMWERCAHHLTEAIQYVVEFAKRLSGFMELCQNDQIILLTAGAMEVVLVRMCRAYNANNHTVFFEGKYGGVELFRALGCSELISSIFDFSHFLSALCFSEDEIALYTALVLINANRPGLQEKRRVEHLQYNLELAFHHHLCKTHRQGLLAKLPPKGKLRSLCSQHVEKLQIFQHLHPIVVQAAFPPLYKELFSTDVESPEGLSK
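Schneider cells (Drosophila), stable Gal4 DBD–ROR gamma + UAS-luc; 1 hr cmpd preincubation; Cu2+ induction 700 uM final; 20 hr ambient; luminescence.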
PKM2 act: increases activity of human pyruvate kinase M2; P14618; purified PKM2, Kinase-Glo ATP luminescence, activation; response scale: 0% is enzyme alone, no compound; Potency, µM (highest dose often 57.5 µM), for inactives: at the highest dose activation, hits mostly activators; actives 0.34% (n = 260,000); note: potency is the fitted concentration of half-maximal effect; % is set by controls: 0 for no effect and ±100 for the full control effect; nearly all actives have a fitted effect of over 55% in size
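ATP formation by purified human PK-M2, quantified via coupled luciferase luminescence after 1 h at room temperature with 0.1 mM ADP and 0.5 mM PEP final.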
FLuc counter: firefly luciferase modulation, counter-screen for miR-21 project; Potency, µM (titrated, usually from 57.5 µM), inactives show at the top dose activity change, negative = inhibition, actives largely listed as inhibitors; P08659; AID 588342; purified FLuc, Km substrates, luminescence inhibition; actives 6.9% (n = 360,000);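 note: potency is the fitted concentration of half-maximal effect; plate controls were vehicle for no effect and reference inhibitor for full effect; nearly all actives have a fitted effect of over 55% in size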
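Biochemical qHTS of compounds, final roughly 60 µM downward over six points, against 10 nM purified firefly luciferase using Km concentrations of substrates (10 uM D-luciferin, 10 uM ATP) in Tris acetate pH 7.5 buffer; luminescence output.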
BRCA1 expr act: increases BRCA1 expression; MCF7-BRCA1-FFLuc reporter, luminescence, 48 h; response scale: scaled: vehicle 0%, 10 µM genistein 100%; Potency, µM (top dose mostly 46.1 µM), without a hit: at the top dose activation, usual class: activators; AID 624202; actives 1.1% (n = 380,000); note: potency is the fitted concentration of half-maximal effect; nearly all actives have a fitted effect of over 80% in size; some results filed as inactive show a strong effect at the top dose
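Compounds are tested at multiple concentrations on MCF7 BRCA1-luciferase reporter cells seeded at 2000 per well; after 48 h, a single luminescence end-point is taken and curves fitted to the normalized data.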
p53 reactivator: restores transcriptional activity of mutant p53; H1299 p53-A138V BP100-luciferase reporter, luminescence, 24 h; Potency, µM (top dose mostly 92.2 µM), without a hit: at the top dose activity change, positive = activation, usual class: activators; actives 0.063% (n = 320,000); AID 504706; note: potency is the fitted concentration of half-maximal effect; % of control where 0% means no effect; nearly all actives have a fitted effect of over 45% in size
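p53-null H1299 cells stably carrying temperature-sensitive p53-A138V and a BP100-luciferase reporter were pinned with compounds (4-point, 1:5 series) and held 24 hrs at 37 deg C. Luminescence was read 10 min after detection reagent.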
Giardia kill: kills Giardia lamblia; Giardia lamblia trophozoite viability; activity change, % at 7.66 µM, hits read low; actives 0.15% (n = 340,000); AID 540267; in the data active = activity change below about -80%; inconclusive = between about -30% and that limit;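 note: parasites exposed to compound for two days anaerobically before the ATP read; % is set by controls: 0 for no effect and ±100 for the full control effect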
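Compounds were tested on trophozoites seeded at 100 cells/well and held 48 hrs at 37 deg C anaerobically. An ATP-based luminescent kit measured the remaining live cells.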
* hit, by the source's call; u = inconclusive; x = no result given; [ ] = another dose, or the depositor's remark. Unless noted, calls come from the whole dose curve; as a rule, active = well fitted curve in the direction sought with a large enough effect; inconclusive = small, poorly fitted or top-dose-only effect, or another doubt; inactive = no such curve, though single readings can be large; an effect the other way counts as inactive or inconclusive.

Results follow in this order: RORgamma inh, NPC1 promoter act, Menin MLL FP TR, FLuc counter, BRCA1 expr act, VP16 counter, p53 reactivator, ELG1 genotoxic, PKM2 act, Rab9 promoter act, Giardia kill
Cc1ccc(S(=O)(=O)N2CCCCC2)cc1NC(=O)c1cccs1
    x, -2%, x, 0%, -19%, x, 4%, 0%, x, 1%, 48[activator]
CC(OC(=O)c1cccc(S(=O)(=O)N2CCCC2)c1)C(=O)c1ccccc1 (stereo not drawn)
    2%, -2%, x, 1%, -3%, -11%, 10%, -2%, 0%, 7%, -1
COc1cccc(CNC(=O)Cc2ccc(NC(=O)C3=C(C)OCCS3)cc2)c1
    u, u, x, 1.9µM*, 63%, u, 11%, u, x, 3.2µM*, u
Cc1ccc(C(=O)C(C(=O)/C=C/c2ccccc2)=C2SCCCS2)cc1
    3.5µM*, -13%, 0%, -8%, -93%, 14µM*, -28%, -12%, -11%, -17%, 4
CC1CC(C)CN(C(=O)COc2ccc([N+](=O)[O-])cc2Cl)C1 (stereo not drawn)
    18%, -9%, -17%, 1%, -20%, -14%, 2%, -12%, 1%, -5%, -18
Cc1[nH]c(C)c(S(=O)(=O)N2CCN(c3cccc(Cl)c3)CC2)c1C(=O)N1CCCCC1
    10%, -4%, 0%, 1%, -33%, -6%, -2%, -5%[9.26 µM], x, 4%, 20
Cc1ccc2c(c1)N(CC(=O)NCCc1c[nH]c3ccccc13)C(=O)CO2
    40%, -2%, 26%, 6%[2.3 µM], 25%, 8%, -2%, -6%, -3%, 7%, -2
O=C(Cn1ccc([N+](=O)[O-])n1)NCc1cccs1
    -9%, 0%, -2%, 6%, 12%, 2%, 3%, -1%, -1%, -2%, -7
CCNC(=S)NNC(=O)C(c1ccccc1)c1ccccc1
    3.2µM*, -2%, u, -1%, 3%, 11µM*, 0%, -1%, -7%, 1%, 15
Cc1cc(S(=O)(=O)N2CCC3(CC2)OCCO3)c(C)cc1Cl
    -23%, 1%, x, 1%, -3%, 3%, -5%, 0%, 1%, 0%, -12
O=C(CN1C(=O)c2ccccc2S1(=O)=O)NCCSCc1ccco1
    8%, 16%, 5%, 3%, 15%, -1%, 17%, 4%, 3%, 5%, 14
Cc1ccc(NC(=O)Cc2cn3ccsc3n2)nc1
    21%, 0%, -12%, 2%[2.3 µM], 3%, 16%, 11%, 0%, 3%, 0%, 9
COc1ccc(NS(=O)(=O)c2cc(NC(=O)[C@@H](NC(=O)c3ccccc3)C(C)C)ccc2C)cc1
    u, -12%, -2%, 8%, -90%[inhibitor], -20%, -16%, -2%, 6%, 0%, -14
CNC(=S)N/N=C/c1cc(Br)c(OCc2ccncc2)c(OC)c1
    -2%[1.91 µM], -9%, 35%[activator], 3%, -5%, u, x, -3%, -2%, -7%, 2
Cc1cc(C)nc(/N=C(\N)Nc2ccc(S(=O)(=O)Nc3nccc(C)n3)cc2)n1
    -19%, -2%, 2%, -2%, -17%, 1%, -3%, -2%, -2%, -8%, -2
NNc1ncnc2sc3c(c12)CCC3
    3.2µM*, -6%, 24%, -11%, -89%, 4µM*, -5%, -11%, 0%, -5%, 4
Cc1cccc(OCC(=O)N2CCOCC2)c1
    21%, 0%, 5%, -4%, 48%, -6%, u, 7%, -2%, 10%, 3
COc1ccccc1CCC(=O)Nc1cccc(S(=O)(=O)N2CCCCCC2)c1
    x, 1%, x, -2%, -62%, x, 2%, -10%, x, -4%, -4
CC(C)C1(CCNC(=O)c2cccs2)CCOC(C)(C)C1 (stereo not drawn)
    -1%, u, x, 2%, -5%, 5%, -2%, -4%, -2%, 1%, 12
CC1(C)CC2CC(C)(CN2C(=O)c2cccs2)C1 (stereo not drawn)
    0%, 1%, -19%, 7%[2.3 µM], 12%, 3%, 6%, -4%, -1%, -4%, 0
COc1ccc(Cn2c(O)c(C=Nc3ccccc3C(=O)O)c3ccccc3c2=O)cc1
    u, 0%, x, -8%, 0%, -4%, -3%, -8%, -7%, -6%, -8
CCOC(=O)Cc1csc(NC(=O)Nc2ccc(F)cc2)n1
    -3%, 4%, x, 11µM*, 1%, 5%, 3%, -10%, -2%, -1%, 4
CCN(CC)c1ccc(-c2nn3c(-c4ccccc4OC)nnc3s2)cc1
    u, -18%, 15%, 19µM*, -89%, 14µM*, -56%[inhibitor], -17%, 7%, -20%, 1
CN1CCN(c2nc3ccccc3nc2C(C#N)S(=O)(=O)c2ccccc2)CC1 (stereo not drawn)
    -9%, -1%, x, 1%, -26%, -8%, -4%, -15%, -10%, -2%, -7
Nc1c(C(=O)CSc2nncn2-c2ccccc2)c(=O)[nH]c(=O)n1C1CC1
    x, -2%, x, -1%, 12%, x, 3%, 3%, x, -3%, -19
COc1ccc(/C=C/C(=O)NC(=S)NCCc2ccc(OC)c(OC)c2)cc1
    2.8µM*, -9%, -2%, 1%, -47%, u, 0%, 3%, 1%, -6%, -2
OCCN1CCN(c2ncnc3nc[nH]c23)CC1
    -14%, -8%, 6%, 0%, -16%, -3%, 0%, -1%, 0%, -5%, 9
CN(C(=O)CCN1C(=O)c2ccccc2C1=O)C1CCCCC1
    7%, -7%, -11%, -4%, -8%, 4%, 2%, 1%, -3%, -3%, 19
CCC(=O)NC(=S)Nc1ccc(S(=O)(=O)NC(C)C)cc1
    11%, -5%, 3%, 0%, 3%, 6%, 0%, -2%, 0%, -11%, -13
COc1ccc(S(=O)(=O)N(Cc2ccccc2)Cc2nc(-c3ccccc3)no2)cc1
    -15%, 0%, 15%, 1%, -37%, -9%, 1%, -9%, -12%, -5%, 5
NS(=O)(=O)c1ccc(CNC(=S)NCc2ccc(F)cc2)cc1
    4%, -1%, 7%, -3%, -10%, -5%, 0%, 1%, -5%, 2%, -7
O=C(CSc1ncnc2sc3c(c12)CCCC3)c1ccco1
    u, 15%, 7%, 12µM*, 64%, -7%, 26%, 0%, -1%, u, 3
Cc1ccc(S(=O)(=O)N(CC(=O)Nc2cccc(N(C)S(C)(=O)=O)c2)c2ccc(Cl)c(Cl)c2)cc1
    5%, 9%, 1%, 6%, -91%[inhibitor], -9%, 23%, -31%[inhibitor], -2%, -4%, 9
CCOC(=O)CSc1nnc(CCCCCN2C(=O)c3cccc4cccc(c34)C2=O)o1
    20%, -1%, -11%, 0%, -12%, -8%, -1%, 1%, -1%, 2%, -1
COc1ccc(NC(=O)/C(=C/c2cccnc2)NC(=O)c2cccs2)cc1
    5%, -3%, 5%, 5%, -4%, 5%, -8%, 0%, -1%, 1%, 5
O=CNc1ccccc1Oc1ccccc1
    -9%, 3%, 25%, -1%, 3%, 5%, -6%, 14%, -8%, -1%, -4
COCC(C)NC(=O)CCc1nnc(C2(c3ccc(Cl)cc3)CCC2)o1 (stereo not drawn)
    29%, 22%, 1%, 24µM*, u, 10%, 12%, u, -2%, u, 7
CC(C)(C)OC(=O)N[C@@H](Cc1ccccc1)C(=O)NCC1CCC(C(=O)N[C@@H](CCC(N)=O)C(=O)O)CC1 (stereo partly drawn)
    4%, -1%, -1%, 6%, 1%, 2%, -1%, -5%, x, -3%, 7
CCCOc1ccc(NC(=O)CNC(=O)c2cc(OC)cc(OC)c2)cc1OCCC
    25%, -3%, 8%, 0%, -14%, 1%, -4%, -8%, x, -2%, 16
CCC(=O)Nc1nnc(-c2ccc(OC)cc2)o1
    u, 13%, -5%, 24µM*, 0%, 11µM*, u, 7%, -1%, 1%, 22
COC(=O)[C@@H]1Cc2c([nH]c3ccccc23)C(C)(C)N1C(=O)CCl
    -11%, -40%[inhibitor], 11%, 0%, -67%, -24%, -17%, -8%, x, -47%[inhibitor], 1
O=C(NCc1ccccc1OC(F)(F)F)C1CCC(=O)N(C2CC2)C1 (stereo not drawn)
    -16%, 2%, x, -1%, -32%, 5%, 3%, 1%, x, -2%, 3
CC(C)NCC(=O)C12CC3CC(CC(C3)C1)C2
    8%, 0%, x, -2%, 0%, 3%, -2%, 2%, 0%, 1%, 3
COc1ccc(OC)c(S(=O)(=O)N2CCCC2C(=O)NC(C)c2ccccc2)c1 (stereo not drawn)
    -2%, 0%, -22%, -1%, -29%, -6%, 11%, -6%, -2%[11.5 µM], 0%, -26
Cc1ccc(NC(=O)Nc2cccc([N+](=O)[O-])c2)cc1F
    u, u, u, 11µM*, -43%, u, u, 2%, -19%, 17%, 15
COc1ccccc1NC(=O)C1=C(C)NC2=C(C(=O)CCC2)C1c1ccc(C)o1 (stereo not drawn)
    u, 0%, 0%, 1%, -52%, -6%, -2%, 5%, 11%, -9%, 10
CCCNc1nc2c(c(=O)n(C)c(=O)n2C)n1CCCc1ccccc1
    u, -2%, 4%, 1%, -22%, -29%, x, -5%, 0%, -3%, -5
CC1CC(C)CN(C(=O)COC(=O)C2CCN(S(=O)(=O)c3ccc4c(c3)OCCO4)CC2)C1 (stereo not drawn)
    x, 1%, x, 1%, -4%, x, 1%, 2%, x, 8%, -6
COc1ccc(OC)c(NC(=O)c2cc(-c3ccc(C)cc3O)n[nH]2)c1
    0%, 13%, u, -10%, 20%, -22%, 6%, 15%, 1%, 12%, 6

Screening data deposited in PubChem by National Center for Advancing Translational Sciences (NCATS).

A portion of the library; the hit share may differ from the screen's.
